Caspase-1 inhib: qHTS Assay for Allosteric/Competitive Inhibitors of Caspase-1; Potency, µM (highest dose often 57.5 µM), for inactives: top-dose activity change, negative = inhibition, most hits filed as inhibitors; Caspase-1 enzyme, Ac-WEHD-AFC fluorogenic rate; P29466; AID 900, 2007; actives 0.03% (n = 75,000);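 note: potency is the fitted concentration of half-maximal effect; plate controls were vehicle for no effect and no substrate for full effect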
Target sequence (P29466 120-297 limits assumed): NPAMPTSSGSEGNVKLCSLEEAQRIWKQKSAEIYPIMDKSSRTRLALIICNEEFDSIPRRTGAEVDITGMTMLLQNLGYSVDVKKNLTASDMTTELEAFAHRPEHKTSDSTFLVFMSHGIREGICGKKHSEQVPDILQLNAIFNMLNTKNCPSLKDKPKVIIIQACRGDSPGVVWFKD
Target sequence (P29466 317-404 limits assumed): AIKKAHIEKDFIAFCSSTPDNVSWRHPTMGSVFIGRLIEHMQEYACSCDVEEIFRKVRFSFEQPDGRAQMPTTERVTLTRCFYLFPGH
Rhodamine fluor: qHTS Assay for Spectroscopic Profiling in Rhodamine Spectral Region; Rhodamine-region fluorescence, 547/598 nm, Tris buffer; hits give high values; max dye-equivalent concentration, M; actives 0.05% (n = 59,000); AID 594, 2007; in the data active = max dye-equivalent concentration above about 11 nM; inconclusive = between about 1.1 nM and that limit
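Compound fluorescence in 100 mM Tris, pH 8.0, read after 15 min at room temperature with 547 nm excitation and 598 nm emission. Output is dye-equivalent concentration from an on-plate rhodamine standard series.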
HEK293 cAMP cs: qHTS Assay for Agonists of the Thyroid Stimulating Hormone Receptor: Activators of Intracellular cAMP Concentrations in Parental HEK 293 | AID 938, 2007 | Potency, µM (highest dose often 57.1 µM), for the others: at the highest dose activation, hits mostly activators | parental HEK293 CNG cAMP sensor, membrane potential fluorescence | actives 2.5% (n = 73,000); note: potency is the fitted concentration of half-maximal effect; % of control where 0% means no effect; nearly all actives have a fitted effect of over 55% in size
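Counterscreen for endogenous-receptor signalling: CNG-channel HEK 293 cells report cAMP rise by membrane depolarization. After 60 min dye equilibration with 100 uM RO 20-1724, compounds incubated 30 min before bottom-read fluorescence at 590 nm.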
USP2a inh: qHTS Assay for Inhibitors of Ubiquitin-specific Protease USP2a | AID 927, 2007 | Ubiquitin carboxyl-terminal hydrolase 2 (Homo sapiens), O75604 | Potency, µM (series often up to 38.3 µM), for the others: at the top dose activity change, negative = inhibition, most hits filed as inhibitors | actives 0.1% (n = 60,000) | USP2a enzymatic assay, qHTS inhibition;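 note: potency is the fitted concentration of half-maximal effect; nearly all actives have a fitted effect of over 60% in size; plate controls were DMSO for no effect and NEM full inhibition control for full effect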
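Coupled readout: USP2-cleaved Ub-PLA2 (20nM final) turns over NBD C6-HPC (20uM final), Ex 460nm/Em 535nm after 2.5 h, time-zero read flagging artifacts. Enzyme (20nM final, pH 8.0 Tris) given 30 min RT with compound first; NEM defines full inhibition.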
ERK AVP inh: qHTS Assay for Inhibitors of the ERK Signaling Pathway using a Homogeneous Screening Assay | HEK293-V1b, vasopressin-stimulated pERK AlphaScreen | Potency, µM (top dose mostly 57.5 µM), without a hit: at the highest dose activity, negative = inhibition, hits mostly inhibitors | actives 0.99% (n = 72,000) | AID 995, 2007; note: potency is the fitted concentration of half-maximal effect; % is set by controls: 0 for no effect and ±100 for the full control effect; nearly all actives have a fitted effect of over 55% in size
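Phosphorylated ERK1/2 detected via AlphaScreen bead proximity in lysates of V1b-expressing HEK293 cells given 25 nM vasopressin for 5 min after 30 min compound exposure (37 °C). AC50 from Hill equation; basal DMSO 0%, vasopressin 100%.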
Caspase-7 inhib: qHTS Assay for Allosteric/Competitive Inhibitors of Caspase-7; P55210; recombinant caspase-7, Ac-DEVD-AFC fluorescence rate; Potency, µM (top dose mostly 57.5 µM), without a hit: at the highest dose activity change, negative = inhibition, actives largely listed as inhibitors; actives 0.02% (n = 75,000); AID 889, 2007; active = well fitted inhibition curve with a large enough effect in the main read-out, with a control signal flat, not every such curve was filed as active; inconclusive = small, poorly fitted or top-dose-only effect, or a change in a side signal; note: potency is the fitted concentration of half-maximal effect; % of control where 0% means no effect
Target sequence (P55210 24-198 limits assumed): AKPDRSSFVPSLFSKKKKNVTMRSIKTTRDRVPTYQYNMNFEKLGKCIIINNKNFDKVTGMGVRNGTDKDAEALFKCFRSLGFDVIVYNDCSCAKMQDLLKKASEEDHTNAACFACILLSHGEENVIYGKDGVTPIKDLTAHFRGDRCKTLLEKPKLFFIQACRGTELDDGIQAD
Target sequence (P55210 207-303 limits assumed): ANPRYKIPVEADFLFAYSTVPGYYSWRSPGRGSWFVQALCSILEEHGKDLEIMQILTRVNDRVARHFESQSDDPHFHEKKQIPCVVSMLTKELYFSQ
Tau fil binding: qHTS Assay for Tau Filament Binding. Microtubule-associated protein tau (Homo sapiens), P10636. recombinant tau filaments, thioflavin S fluorescence, 15 h; filaments grown with octadecylsulfate alongside compound. Potency, µM (doses to about 57.1 µM), inactives show at the top dose activity change, negative = inhibition. actives 2% (n = 71,000);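 note: potency is the fitted concentration of half-maximal effect; % is set by controls: 0 for no effect and ±100 for the full control effect; actives lower thioflavin S fluorescence by blocking filaments or displacing dye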
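His-tagged recombinant human tau (exons 2, 3, 10; 1 uM final) fibrillized with 30 uM sodium octadecylsulfate, 15 h at 37 C, in pH 7.4 HEPES buffer with 10 uM thioflavine S and 5 mM DTT. Reduced ThS fluorescence (450/510 nm) marks activity.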
TexasRed autofl: qHTS Assay for Spectroscopic Profiling in Texas Red Spectral Region; Compound fluorescence, Texas Red channel, 547/618 nm; hits give high values; max dye-equivalent concentration, M; actives 0.06% (n = 59,000); AID 587, 2007; in the data active = max dye-equivalent concentration above about 10 nM; inconclusive = between about 1.1 nM and that limit
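Spectral interference profiling: each compound concentration's relative fluorescence, read with a 547 nm excitation and 618 nm emission filter pair, was normalized to a per-plate Texas Red standard curve.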
HADH2 inhib: qHTS Assay for Inhibitors of HADH2 (Hydroxyacyl-Coenzyme A Dehydrogenase, Type II) | actives 3.4% (n = 73,000) | Potency, µM (series often up to 57.1 µM), for the others: at the highest dose activity change, negative = inhibition, most hits filed as inhibitors | AID 886, 2007 | recombinant HADH2, NADH fluorescence, beta-hydroxybutyryl-CoA; note: potency is the fitted concentration of half-maximal effect; % is set by controls: 0 for no effect and ±100 for the full control effect; nearly all actives have a fitted effect of over 60% in size; many of its hits are not listed in these tables
Target sequence (Q99714 whole entry, looked up, one chain of several): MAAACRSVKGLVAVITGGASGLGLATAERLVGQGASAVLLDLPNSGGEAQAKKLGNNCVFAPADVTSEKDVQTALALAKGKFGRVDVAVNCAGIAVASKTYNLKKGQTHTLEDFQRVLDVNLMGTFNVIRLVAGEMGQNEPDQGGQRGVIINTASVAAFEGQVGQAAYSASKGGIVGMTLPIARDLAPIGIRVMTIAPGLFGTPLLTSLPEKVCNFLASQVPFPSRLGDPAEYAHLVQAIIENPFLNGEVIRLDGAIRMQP
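NADH fluorescence (ex 360/em 450 nm) read every 30 s for 4 min; activity taken as last-minus-first time point difference. Enzyme 20 nM, NAD+ 1 mM, beta-hydroxybutyryl-CoA 90 uM, pH 9.0 Tris buffer.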
Fluorescein autfl: qHTS Assay for Spectroscopic Profiling in Fluorescein Spectral Region. max fluorescein-equivalent concentration, M. AID 593, 2007. Compound autofluorescence, 480/540 nm, fluorescein-equivalent; hits give high values. actives 0.91% (n = 59,000); in the data active = max fluorescein-equivalent concentration above about 10 nM; inconclusive = between about 1.1 nM and that limit
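Spectral profiling of library compounds in the fluorescein window (480 nm excitation, 540 nm emission) after 15 min at room temperature in pH 8.0 Tris (100 mM). Values are dye-equivalent concentrations.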
FLuc inh: qHTS Assay for Inhibitors of Firefly Luciferase | actives 2.2% (n = 72,000) | purified firefly luciferase, luminescence, 8 min | Potency, µM (series often up to 57.1 µM), for the others: at the highest dose activity change, negative = inhibition, actives largely listed as inhibitors; note: potency is the fitted concentration of half-maximal effect; % is set by controls: 0 for no effect and ±100 for the full control effect; nearly all actives have a fitted effect of over 40% in size
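Compounds were tested as concentration series (qHTS) against purified P. pyralis luciferase with luciferin and 10 uM ATP in 50 mM imidazole pH 7.2, 50 mM KCl, 7 mM MgCl2, 0.01% Tween 20, 0.05% BSA. Luminescence was read after 8 min at ambient temperature.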
* marks the source's active call; other numbers are inactive results; i = inactive; u = inconclusive; x = no result given; [ ] = dose if it differs, or a comment. Unless noted, calls come from the whole dose curve; as a rule, active = well fitted curve in the direction sought with a large enough effect; inconclusive = small, poorly fitted or top-dose-only effect, or another doubt; inactive = no such curve, though single readings can be large; an effect the other way counts as inactive or inconclusive. Not all compounds are listed; count on the stated rates, not on these rows.

no.	SMILES	Caspase-1 inhib	Rhodamine fluor	HEK293 cAMP cs	USP2a inh	ERK AVP inh	Caspase-7 inhib
1	O=S(=O)(NCC1CCCO1)c1cccc2nsnc12 (configuration not stated)	0%	x	3%	-4%	5%	1%
2	O=C(NCc1ccco1)c1cc2c(s1)CSC2	-3%	i	5%	14%	u	-8%
3	CCCC(C(=O)NCC1CCCO1)N(Cc1ccco1)C(=O)CNS(=O)(=O)c1ccccc1 (configuration not stated)	2%	i	14%	-3%	5%	-1%
4	COCCn1c(=O)c(CCc2ccccc2)nc2cnc(OC)nc21	-3%	i	25%	-1%	-17%	-3%
5	COc1ccc2cc(CCNC(=O)c3ccc4c(c3)OCO4)c(=O)[nH]c2c1	-4%	x	6%	x	x	1%
6	Cc1csc(NC(=O)CSc2nnc(Cn3c(=O)sc4ccccc43)n2-c2ccccc2)n1	-3%	x	15%	x	1%	-1%
7	COc1ccc(-c2csc(Cc3nnc(N4CCOCC4)n3-c3ccccc3)n2)cc1	0%	i	29%	17%	-21%	-3%
8	COC(=O)[C@@]1(Cc2ccc(OC)cc2)[C@H]2c3cc(C(=O)N4CCCC4)n(CCc4ccc(O)c(OC)c4)c3C[C@H]2CN1C(=O)c1ccccc1	-3%	x	u	x	2%	-4%
9	CCCC[C@@H]1C[C@H]1C(NC(=O)Cc1ccccc1)c1ccc(-c2ccccc2)cc1 (some centres not stated)	-2%	x	26%	x	1%	-2%
10	COc1ccc(CC(=O)Nc2c3c(nn2-c2cccc(Cl)c2)CS(=O)C3)cc1 (configuration not stated)	-1%	i	27%	8%	16%	2%

no.	Tau fil binding	TexasRed autofl	HADH2 inhib	Fluorescein autfl	FLuc inh
1	10%	x	-6%	x	2%
2	-17%	i	u	i	-4%
3	-1%	i	7%	i	-1%
4	1%	i	-1%	i	0%[11.4 µM]
5	8%	x	-22%	x	-2%
6	179%	x	-15%	x	-6%
7	-3%	i	8%	i	3%
8	3%	x	4%	x	x
9	17%	x	7%	x	x
10	18%	i	0%	i	1%

Next part:
no.	SMILES	Caspase-1 inhib	Rhodamine fluor	HEK293 cAMP cs	USP2a inh	ERK AVP inh	Caspase-7 inhib
11	C[N+]1(CCCC[N+]2(C)CCCCCCC2)CCCCCCC1	1%[11.5 µM]	i	3%[11.4 µM]	x	0%[11.5 µM]	-2%[11.5 µM]
12	CC(C(=O)Oc1ccc2c(c1)OCO2)N1C(=O)c2ccccc2C1=O (configuration not stated)	2%	i	0%	-8%	-2%	1%
13	CCOC(=O)c1sc(NC(=O)CSc2nnnn2-c2ccc(C)cc2)c(C(=O)OCC)c1C	1%	i	15%	29%	9%	0%
14	Cn1c(C(=O)NCCN2CCN(c3ccccc3F)CC2)cc2c(=O)n(C)c3ccccc3c21	-3%	x	8%	x	-25%	-1%
15	Cc1sc2nnn(CC(=O)N3CCN(C(=O)c4ccco4)CC3)c(=O)c2c1C	u	i	-6%	11%	-1%	-8%
16	COc1cccc(-c2cc(NCc3cnc(C)cn3)ncn2)c1	0%	i	9%	28%	-23%	-1%
17	O=S(=O)(Nc1ncccn1)c1ccc(Nc2ncnc3ccccc23)cc1	1%	i	9%	-9%	-15%	3%
18	CC(C)Oc1ccc(C(=O)NCc2ccco2)cc1	0%	i	3%	4%	-8%	-1%
19	Cc1nc2cncc(Br)c2n1C	-2%	i	-6%	-4%	-26%	-2%
20	Cc1ccc(N2C(=O)Nc3ccc(Br)cc3C2(O)C(=O)NCCCN(C)C)cc1C (configuration not stated)	1%	i	5%	-7%	14%	2%

no.	Tau fil binding	TexasRed autofl	HADH2 inhib	Fluorescein autfl	FLuc inh
11	0%[11.4 µM]	i	0%[11.4 µM]	u	0%[11.4 µM]
12	-8%	i	5%	u	1%
13	7%	u	5%	u	1%
14	113%	x	7%	x	3%
15	-3%	i	u	u	0%
16	5%	i	-26%	u	-4%[2.29 µM]
17	-1%	i	-5%	i	1%
18	6%	i	-6%	i	-7%
19	1%	i	5%	u	-4%
20	-4%	i	4%	i	2%

The list goes on.
no.	SMILES	Caspase-1 inhib	Rhodamine fluor	HEK293 cAMP cs	USP2a inh	ERK AVP inh	Caspase-7 inhib
21	Cc1c(Cl)cccc1N1C(=O)c2ccccc2C1=O	-1%	x	4%	0%	-19%	0%
22	O=C(NC1CCCCCCC1)C1CCN(S(=O)(=O)N2CCCC2)CC1	-1%	i	7%	13%	u	-1%
23	CC1CN(C(=O)c2cn3ccccc3n2)CC(C)O1 (configuration not stated)	1%	i	12%	-2%	14%	-5%
24	COC(=O)[C@H]1C[C@@H]1[C@H](NC(C)=O)c1ccccc1	-1%	x	-5%	x	1%	4%
25	CCn1nc(C(=O)OC2CCOC2=O)c2ccccc2c1=O (configuration not stated)	1%	i	-6%	0%	u	1%
26	C=CCn1c(=N)n(CC(O)COc2ccccc2OC)c2ccccc21 (configuration not stated)	-2%	x	29%	x	-12%	0%
27	CCOC(=O)c1sc2ncn(/N=C/N(C)C)c(=O)c2c1C	-4%	x	1%	-2%	-2%	-2%
28	O=C(c1ccc2c(c1)OCO2)N1CCN=C1SCc1cccnc1	-3%	x	8%[11.4 µM]	x	-14%	0%
29	O=C(Cn1cnc2c(cnn2-c2ccc(F)cc2)c1=O)N1CCN(c2ccccc2F)CC1	0%	i	24%	-9%	16%	x
30	Cc1ccc(N(CC(N)=O)C2SC(=O)N(Cc3ccccc3)C2=O)cc1 (configuration not stated)	0%	i	-5%	30%	-2%	1%

no.	Tau fil binding	TexasRed autofl	HADH2 inhib	Fluorescein autfl	FLuc inh
21	-8%	x	-2%	x	5%
22	6%	i	-14%	i	-8%
23	1%	u	10%	i	u
24	-7%	x	1%	x	x
25	3%	i	3%	i	1%
26	35%	x	-2%	x	0%
27	9%	x	3%	x	3%
28	8%	x	-6%	x	0%
29	12%	i	52%[activator]	u	3%
30	4%	i	-2%	i	3%

More records.
no.	SMILES	Caspase-1 inhib	Rhodamine fluor	HEK293 cAMP cs	USP2a inh	ERK AVP inh	Caspase-7 inhib
31	Cc1nc(SCC(=O)N(C)Cc2ccco2)c2c(C)c(C)sc2n1	-3%	i	30%	14%	u	-2%
32	O=C(CSc1nnc2ccccn12)N1CCc2ccccc2C1	1%	i	-4%	-5%	0%	7%
33	CCOC(=O)c1c(NC(=O)Cn2c(C)nc3ccccc32)sc2c1CCC2	-5%	i	23%	34%[activator]	-17%	-6%
34	O=C(CSc1nnc(-c2ccc3c(c2)OCCO3)o1)NC1CCCCC1	2%	i	7%	6%	-1%	-1%
35	O=C(Nc1nc(-c2ccc(S(=O)(=O)N3CCCC3)cc2)cs1)C1COc2ccccc2O1 (configuration not stated)	-2%	i	u	60%[activator]	u	-7%
36	CCN(CC)C(=O)CN(C)S(=O)(=O)c1cccc2nsnc12	1%	i	13%	2%	10%	-3%
37	CC(C)(C)CC(C)(C)c1ccc(O)c(C[N+](C)(C)[O-])c1	-1%[11.5 µM]	i	-1%[11.4 µM]	x	-6%[11.5 µM]	2%[11.5 µM]
38	O=C(c1ccco1)N1CCC2(CCCN(c3ncccn3)C2)CC1	0%	i	7%	27%	-14%	-1%
39	CC1=NC2(CCCc3c2no[n+]3[O-])N(O)C1(C)C (configuration not stated)	3%	x	u	2%[7.66 µM]	-10%	1%

no.	Tau fil binding	TexasRed autofl	HADH2 inhib	Fluorescein autfl	FLuc inh
31	-7%	i	-6%	i	-1%
32	0%	i	0%	u	1%
33	179%	i	3%	i	-3%
34	-5%	i	2%	i	5%
35	101%	i	-7%	i	0%
36	5%	i	-3%	i	-1%
37	-3%[11.4 µM]	i	4%[11.4 µM]	i	2%[11.4 µM]
38	0%	i	-6%	i	1%[11.4 µM]
39	4%[11.4 µM]	x	-6%[11.4 µM]	x	2%

3 entries from above, ordered by the value under FLuc inh, rising.
entry	structure	FLuc inh
18	CC(C)Oc1ccc(C(=O)NCc2ccco2)cc1	-7%
12	CC(C(=O)Oc1ccc2c(c1)OCO2)N1C(=O)c2ccccc2C1=O (configuration not stated)	1%
27	CCOC(=O)c1sc2ncn(/N=C/N(C)C)c(=O)c2c1C	3%
